From PubChem BioAssay
VLA-4 inh: inhibition in a human VLA-4 binding assay | inhibition, % (about 7 µM as worked out from the volumes in the protocol) | P13612 | AID 2557 | hit rate 0.2% among 330,000 | VLA-4 expressing cells, ligand binding flow cytometry; in the data active = inhibition above about 50%
CIT2-GFP yeast: alters CIT2-GFP fluorescence in TOR pathway yeast screen. S. cerevisiae CIT2-GFP strain, flow cytometry, 3 h; 100 means same as DMSO wells. GFP response vs DMSO, % at 10 µM. hit rate 0.065% among 320,000;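 active = GFP response relative to DMSO above a set limit, near the screen mean plus 3 SD, cut at about 150% in these data; inconclusive = Fewer than 70 cells measured for a yeast strain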;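 note: ratio of well median GFP fluorescence to mean of DMSO wells on the plate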
LAP4-GFP MLPCN: alters LAP4-GFP fluorescence in TOR pathway yeast screen | hit rate 0.34% among 320,000 | S. cerevisiae LAP4-GFP multiplex, flow cytometry GFP, 3 h; median GFP as percent of DMSO wells | GFP response vs DMSO, % at 10 µM;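 active = GFP response vs DMSO above a set limit, about the screen mean plus 3 SD, cut at about 150% in these data; inconclusive = under 70 cell events counted for the yeast strain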
GASC-1 inh: blocks human GASC-1 demethylase activity | Q9H3R0 | GST-JMJD2C(1-420) H3K9me3 demethylation, DELFIA europium | inhibition, % at 2.35 µM | hit rate 0.069% among 330,000 | AID 2099;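 active = more than half of a compound's replicate wells show inhibition beyond 50%, single wells judged on their own value; inconclusive = some, but no more than half, of replicates pass 50% inhibition; inactive = no replicate passes 50% inhibition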;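 note: signal counts dimethyl H3K9 product captured on neutravidin plate; 0% = median of DMSO wells and 100% = 0.3 times that DMSO median; strong numbers were not always called active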
Target sequence (Q9H3R0 1-420 limits assumed): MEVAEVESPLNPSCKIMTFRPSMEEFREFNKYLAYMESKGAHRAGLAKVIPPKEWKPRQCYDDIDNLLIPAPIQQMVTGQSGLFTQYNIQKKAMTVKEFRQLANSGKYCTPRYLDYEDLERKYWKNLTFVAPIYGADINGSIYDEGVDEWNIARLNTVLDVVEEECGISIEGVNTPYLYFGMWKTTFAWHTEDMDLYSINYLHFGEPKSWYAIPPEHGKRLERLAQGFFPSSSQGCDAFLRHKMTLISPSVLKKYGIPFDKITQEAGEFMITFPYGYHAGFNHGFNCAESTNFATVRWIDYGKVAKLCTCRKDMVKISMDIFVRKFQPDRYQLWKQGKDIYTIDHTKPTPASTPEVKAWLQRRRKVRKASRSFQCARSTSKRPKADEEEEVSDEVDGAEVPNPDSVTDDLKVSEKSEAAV
GRK2 aptamer HTS: human GRK2 inhibition via aptamer displacement; P25098; bead flow cytometry, FAM-aptamer displacement from GRK2; inhibition of aptamer binding, % at 10 µM; hit rate 0.59% among 330,000; AID 488847;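 active = inhibition of aptamer binding above 40%, roughly 3 SD of noise, on plates passing a quality check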;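 note: median bead fluorescence of bound FAM aptamer so fluorescent compounds give negative values; no value below 0 was filed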
RPL19A-GFP yeast: modulators of TOR pathway RPL19A-GFP in S. cerevisiae | S. cerevisiae RPL19A-GFP strain, flow cytometry, 3 h; hits give low values | percent response vs DMSO, % at 10 µM | hit rate 0.3% among 330,000 | AID 2025;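 active = percent response vs DMSO below 50%; inconclusive = fewer than 70 events counted for the yeast strain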;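 note: median channel GFP fluorescence of the barcoded RPL19A-GFP strain; ratio of sample median GFP to plate DMSO average so 100% = DMSO; lower means less RPL19A-GFP as with rapamycin TOR inhibition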
MEP2 TOR yeast: yeast TOR pathway MEP2-GFP modulation; AID 2016; S. cerevisiae MEP2-GFP strain, flow cytometry GFP, 3 h; 100% = DMSO control level; hit rate 0.51% among 330,000; GFP response vs DMSO, % at 10 µM;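 active = GFP response versus DMSO above a set limit, roughly screen mean plus 3 SD, cut at about 180% in these data; inconclusive = fewer than 70 cells counted for a yeast strain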;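 note: median GFP fluorescence of the barcode-gated MEP2-GFP cells per well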
AGP1-GFP MLPCN: alters AGP1-GFP fluorescence in TOR pathway yeast screen; S. cerevisiae AGP1-GFP multiplex flow cytometry, 3 h; GFP as percent of DMSO wells; GFP response vs DMSO, % at 10 µM; hit rate 0.02% among 320,000;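 active = GFP response relative to DMSO above a set limit, near screen average plus 3 SD, cut at about 150% in these data; inconclusive = fewer than 70 cells counted for the yeast strain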;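 note: median GFP channel fluorescence of the gated AGP1 strain per well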
* = called active by the depositor; i = inactive; ? = inconclusive; / = not tested or not shown; & = joins results of further samples; [ ] = remark or other dose. Random draw from the library. Share with any hit: about 1.7%.

Each structure is followed by: GASC-1 inh | MEP2 TOR yeast | RPL19A-GFP yeast | CIT2-GFP yeast | AGP1-GFP MLPCN | VLA-4 inh | GRK2 aptamer HTS | LAP4-GFP MLPCN
O=C1N/C(=N\N=C\c2cccs2)SC1Cc1cccc(Cl)c1 (stereo not drawn)
    4 | 102 | 101 | 97 | 99 | 11 | 0 | 106
COCCNC(=O)c1ccccc1-c1ccccc1C(=O)O
    -13 | 110 | 98 | 111 | 103 | 7 | 0 | 107
C1=C(CCNc2ncnc3c2cnn3-c2ccccc2)CCCC1
    12 | 103 | 101 | 99 | 98 | 10 | 0 | 107
CC(=O)Nc1ccc(OCC(O)Cn2ccnc2C)cc1 (stereo not drawn)
    -1 | 107 | 105 | 102 | 109 | -4 | 0 | 97
CN(C)c1nc(N)nc(-c2cccnc2)n1
    -4 | 96 | 99 | 96 | 92 | 2 | 3 | 98
NS(=O)(=O)c1cc(C(=O)N2CCc3ccccc32)c(Cl)cc1Cl
    -4 | 106 | 101 | 100 | 107 | 14 | 0 | 103
COc1ccc(Cc2nnc(NC(=O)c3ccccc3)s2)cc1OC
    2 | 104 | 109 | 101 | 109 | 0 | 2 | 97
CCOC(=O)c1csc(NC(=O)CSc2nnnn2-c2ccc(OC)cc2)n1
    3 | 108 | 100 | 102 | 100 | 9 | 0 | 95
CN(C)CCCNC(=S)Nc1ccc(Oc2ccccc2)cc1
    -8 | 98 | 97 | 102 | 108 | 5 | 0 | 120
O=C1CCCN1CCC(=O)N1CCCC(N2CCN(c3ccccc3F)CC2)C1 (stereo not drawn)
    -6 | 81 | 72 | 86 | 90 | 0 | 0 | 79
CCOC(=O)CNC(=O)N1CCCC(C(=O)c2ccc3c(c2)OCO3)C1 (stereo not drawn)
    3 | 94 | 99 | 97 | 93 | 5 | 1 | 90
CSCCC(NS(=O)(=O)c1ccc(C)cc1)C(=O)Nc1ccc(C)cn1 (stereo not drawn)
    0 | 96 | 102 | 105 | 101 | -5 | 1 | 102
CC(NC(=O)CCNC(=O)c1ccc(C(C)(C)C)cc1)c1ccccc1 (stereo not drawn)
    3 | 108 | 107 | 120 | 105 | -4 | 2 | 93
O=C(Nc1nonc1-c1ccc(Cl)cc1)c1ccccc1
    21 | 99 | 99 | 98 | 106 | -7 | 2 | 108
Cc1ccc(-n2nc(C(=O)O)cc2-c2ccccc2)cc1
    -5 | 105 | 100 | 97 | 102 | -131 | 0 | 103

Additional records follow:
Each structure is followed by: GASC-1 inh | MEP2 TOR yeast | RPL19A-GFP yeast | CIT2-GFP yeast | AGP1-GFP MLPCN | VLA-4 inh | GRK2 aptamer HTS | LAP4-GFP MLPCN
Cc1cc(NS(=O)(=O)c2ccc(NC(=O)C(C)Oc3cccc(C)c3C)cc2)nc(C)n1 (stereo not drawn)
    0 | 96 | 101 | 92 | 84 | 3 | 0 | 78
CC(Sc1ccccc1)C(=O)N/N=C/c1cccnc1 (stereo not drawn)
    46 | 93 | 96 | 92 | 96 | 7 | 5 | 96
COCCCNCCOc1cc(C(C)C)ccc1C
    6 | 98 | 95 | 91 | 95 | 1 | 0 | 95
O=C(COC(=O)/C=C/c1cccc(F)c1)Nc1cccc(S(=O)(=O)NC2=NCCCCC2)c1
    -1 | 101 | 99 | 101 | 109 | 2 | 3 | 104
CC(CNC(=O)c1cc(Cl)ccc1[N+](=O)[O-])NC(=O)c1cc(Cl)ccc1[N+](=O)[O-] (stereo not drawn)
    -5 | 98 | 96 | 94 | 96 | 11 | 4 | 95
O=C(/C=C/c1cccc([N+](=O)[O-])c1)NC1CC2CCC1C2 (stereo not drawn)
    -16 | 112 | 108 | 105 | 102 | 21 | 0 | 109
COc1ccc(C)cc1S(=O)(=O)N(C)CC(N)=O
    / | 90 | 101 | 107 | 106 | -3 | 1 | 97
COc1ccc(CNC(=O)CN(C(=O)c2csnn2)c2cccc(F)c2)cc1
    -1 | 100 | 96 | 110 | 96 | 8 | 0 | 108
O=C(NCC1CCCO1)c1ccc[nH]1 (stereo not drawn)
    17 | 102 | 108 | 101 | 101 | -2 | 2 | 98
COc1ccc(CCNC(=O)/C=C/c2cc(OC)c(OC)c(OC)c2)cc1OC
    2 | 93 | 99 | 99 | 99 | 3 | 7 | 88
O=C(CSc1nnc(SCc2ccc(Cl)cc2)s1)N1CCOCC1
    11 | 104 | 96 | 100 | 98 | i | 3 | 95
Cc1ccc(C)c2[nH]c(=O)c(CCNC(=O)c3ccc(Br)o3)cc12
    -5 | 103 | 95 | 98 | 97 | -17 | 0 | 98
Cc1ccc(C(=O)NC(=S)Nc2ccc(N3CCOCC3)cc2)c(C)c1
    1 | 102 | 97 | 102 | 99 | 19 | 1 | 103
CCN1CCCC1CNC(=O)c1cc(COc2ccc(C)c(C)c2)on1 (stereo not drawn)
    -4 | 101 | 101 | 97 | 103 | 12 | 0 | 88
CCN1CCN(CC(O)COC(c2ccccc2)c2ccccc2)CC1 (stereo not drawn)
    3 | 97 | 98 | 90 | 92 | 8 | 0 | 94

Following part:
Each structure is followed by: GASC-1 inh | MEP2 TOR yeast | RPL19A-GFP yeast | CIT2-GFP yeast | AGP1-GFP MLPCN | VLA-4 inh | GRK2 aptamer HTS | LAP4-GFP MLPCN
COC(=O)Nc1ccc(S(=O)(=O)N2CCCC(C(=O)NC3CCCCC3)C2)cc1 (stereo not drawn)
    -2 | 126 | 105 | 105 | 112 | 0 | 0 | 120
Cc1ccc(N(C)C(=O)C2CCCN2S(=O)(=O)c2ccc3c(c2)n(C)c(=O)c(=O)n3C)cc1 (stereo not drawn)
    3 | 98 | 102 | 86 | 100 | 4 | 0 | 105
Cc1cc(C)nc(NC(=O)c2c(-c3ccccc3Cl)noc2C)c1
    0 | 101 | 108 | 99 | 102 | 1 | 0 | 101
COc1ccc(NC(=O)C2CCCN(S(=O)(=O)c3ccc4c(c3)oc(=O)n4C)C2)cc1OC (stereo not drawn)
    -5 | 97 | 99 | 97 | 103 | 7 | 0 | 102
CCc1nn(CC(=O)N2CCN(CC)CC2)c(=O)c2cccn12
    -2 | 104 | 102 | 104 | 110 | -9 | 0 | 106
O=C(NC12CC3CC(CC(C3)C1)C2)c1cccc(OC(F)F)c1
    -9 | 98 | 106 | 96 | 100 | 11 | 1 | 93
CCCCCC(=O)NC(CC(=O)OC)c1ccc2c(c1)OCO2 (stereo not drawn)
    -4 | 98 | 100 | 103 | 104 | 21 | 4 | 105
CCOc1ccccc1Nc1nnc(SCC(=O)N2CCCC2)s1
    -11 | 101 | 101 | 110 | 101 | 1 | 0 | 99
Cc1noc(/C=C/N(C)C)c1S(=O)(=O)N1CCCC(C(=O)NC(C)c2ccccc2)C1 (stereo not drawn)
    1 | 95 | 91 | 94 | 92 | 12 | 1 | 90
COc1ccc(S(=O)(=O)NNC(=O)c2csc(-n3nc(C)cc3C(F)(F)F)n2)cc1OC
    1 | 104 | 98 | 85 | 98 | -3 | 2 | 94
Cc1cc(=O)[nH]c(SCC(=O)N2CCN(S(=O)(=O)c3ccccc3)C2)n1
    6 | 105 | 104 | 107 | 110 | 1 | 0 | 101
CC(C)C1C(C#N)=C(N)Oc2n[nH]c(-c3cccs3)c21 (stereo not drawn)
    -12 | 95 | 94 | / | 95 | 7 | 0 | 85
Fc1ccc(NCc2nnc(SCc3ccccc3)o2)cc1
    -3 | 102 | 102 | 85 | 103 | 3 | 0 | 118
COc1ccc(-c2nc(SCC(=O)NCc3ccco3)c(-c3ccccc3)[nH]2)cc1OC
    -15 | 86 | 97 | 88 | 87 | 1 | 1 | 77
COc1ccc(/C=N/N2C(=O)CSC2=S)cc1
    -1 | 98 | 95 | 101 | 95 | -37 | 2 | 96

(cont.)
Each structure is followed by: GASC-1 inh | MEP2 TOR yeast | RPL19A-GFP yeast | CIT2-GFP yeast | AGP1-GFP MLPCN | VLA-4 inh | GRK2 aptamer HTS | LAP4-GFP MLPCN
CC(=O)c1ccc(NC(=S)N2CCCC2)cc1
    2 | 108 | 107 | 85 | 86 | -3 | 3 | 74
CCOC(=O)c1cc2c(=O)n3ccccc3nc2n(C(C)C)c1=NC(=O)c1ccncc1
    -40&-6 | 93 | 93 | 100 | 94 | 0 | 2 | 88
CCOC(=O)Cn1c(=O)c(-c2cc(Br)ccc2N)nc2ccccc21
    2 | 110 | 100 | 108 | 102 | 6 | 1 | 101
COCCNC(=O)C1CC2Cn3c(nc4ccccc43)C2N1C (stereo not drawn)
    27 | 87 | 94 | 91 | 86 | -6 | 1 | 125
O=C(C1CCN(S(=O)(=O)c2cnc[nH]2)CC1)N(CCc1ccccc1)Cc1ccccc1
    17 | 96 | 96 | 97 | 100 | 5 | 0 | 96
Cc1nc2ccccc2c(=O)n1-c1ccc(F)c(NS(=O)(=O)c2ccccc2F)c1
    -37 | 97 | 102 | 97 | 112 | 1 | 0 | 112
O=C(COc1ccc(S(=O)(=O)Nc2cccc(C(F)(F)F)c2)cc1)N1CCOCC1
    -8 | 109 | 101 | 107 | 102 | 3 | 0 | 92
Cc1ccc(NC(=O)CCN2C(=O)c3cccc4cccc(c34)C2=O)cc1
    -2 | 99 | 104 | 102 | 105 | -6 | 7 | 96
CCOc1ccccc1NC(=O)C1CCCN1C(=O)OCc1ccccc1 (stereo not drawn)
    13 | 102 | 104 | 109 | 105 | -10 | 0 | 103
CC(C)NC(=O)CSc1nc2ccccc2n1-c1ccccc1
    6 | 95 | 93 | 92 | 94 | -5 | 0 | 90
CC(C)(C)C(=O)Cn1c(=N)n(Cc2ccccc2Cl)c2ccccc21
    -5 | 95 | 94 | 88 | 93 | 7 | 0 | 94
Cc1cccc2nc(CSc3nc4ccccc4o3)cn12
    5 | 108 | 88 | 90 | 106 | 1 | 4 | 117
Cc1nc(SCC(=O)NC2CCS(=O)(=O)C2)c2c3c(sc2n1)CCC3 (stereo not drawn)
    8 | 101 | 95 | 99 | 103 | -5 | 0 | 105
O=S(=O)(NC1CC1)c1ccc(S(=O)(=O)N2CCc3ccccc32)cc1
    -2 | 98 | 96 | 91 | 92 | -4 | 0 | 93
N#CCCN(C(=O)COC(=O)c1ccc(S(=O)(=O)Nc2ccccc2)cc1)c1ccccc1
    2 | 91[may fluoresce red] | ? | 100[may fluoresce red] | 92[may fluoresce red] | 8 | 4 | 88[may fluoresce red]

The list continues:
Each structure is followed by: GASC-1 inh | MEP2 TOR yeast | RPL19A-GFP yeast | CIT2-GFP yeast | AGP1-GFP MLPCN | VLA-4 inh | GRK2 aptamer HTS | LAP4-GFP MLPCN
COCCNC(=O)CN(C(=O)CCC(=O)Nc1ccccn1)c1ccc(C)c(C)c1
    11 | 104 | 101 | 98 | 90 | 11 | 2 | 81
Cc1nn(CCOc2ccccc2)c(=O)n1-c1ccc(Cl)cc1
    16 | 93 | 95 | 102 | 110 | 8 | 0 | 104
O=C(Cn1c(C(=O)OCCO)cc2ccccc21)c1ccccc1
    6 | 107 | 104 | 103 | 100 | 19 | 1 | 96
CC1Oc2ccccc2C=C1/C=N/Nc1ccc(C(=O)O)cc1 (stereo not drawn)
    -8 | 95 | 82 | 91 | 75 | 3 | 0 | 139
